Luciferase inh: Firefly luciferase inhibition profiling of diverse chemical library using quantitative high-throughput screening | Luciferin 4-monooxygenase (Photinus pyralis), P08659 | purified P. pyralis luciferase, luminescence, biochemical | Potency, µM (doses to about 115 µM), without a hit: at the top dose activity change, negative = inhibition, hits mostly inhibitors | hit rate 2.5% among 76,000 | AID 1347043, 2019; note: potency is the fitted concentration of half-maximal effect; nearly all actives have a fitted effect of over 65% in size
Target sequence (P08659 whole entry, looked up): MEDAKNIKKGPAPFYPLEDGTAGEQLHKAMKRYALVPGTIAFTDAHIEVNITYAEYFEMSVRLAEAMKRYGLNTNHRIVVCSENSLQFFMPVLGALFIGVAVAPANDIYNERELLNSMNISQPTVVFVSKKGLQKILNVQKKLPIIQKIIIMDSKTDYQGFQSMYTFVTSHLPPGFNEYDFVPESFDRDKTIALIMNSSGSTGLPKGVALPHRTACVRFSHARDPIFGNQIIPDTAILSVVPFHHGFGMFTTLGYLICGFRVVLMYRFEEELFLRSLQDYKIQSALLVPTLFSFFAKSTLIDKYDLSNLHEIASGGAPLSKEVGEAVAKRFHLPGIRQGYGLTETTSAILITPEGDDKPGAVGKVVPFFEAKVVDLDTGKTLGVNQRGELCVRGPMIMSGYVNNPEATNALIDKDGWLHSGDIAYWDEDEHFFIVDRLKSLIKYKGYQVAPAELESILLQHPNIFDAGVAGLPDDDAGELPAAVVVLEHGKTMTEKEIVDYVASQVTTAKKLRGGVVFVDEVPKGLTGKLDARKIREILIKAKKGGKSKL
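Biochemical qHTS: compound (6-point titration) added to 10uM D-luciferin plus 10uM ATP in Tris acetate pH 7.5 buffer with Mg, Tween-20 and BSA, then purified enzyme at 10nM; light output imaged.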
HEK cytotox: Cytotoxic Profiling in HEK 293 Cell Line of Diverse Libraries Using Quantitative High-Throughput Screening. hit rate 6.6% among 94,000. HEK 293 viability, ATP luminescence (CellTiter-Glo), 48-72 h. AID 1345083, 2018. Potency, µM (highest dose often 115 µM), without a hit: at the top dose activity change, negative = cytotoxicity, usual class: inhibitors; note: potency is the fitted concentration of half-maximal effect; nearly all actives have a fitted effect of over 60% in size
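Cytotoxicity was scored by loss of ATP-coupled luminescence (CellTiter-Glo) in HEK 293 cells. Compound treatment ran 48 or 72 hr at 37 degree Celsius, 5% CO2, 95% humidity.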
GPT2 inhibitor: Primary qHTS assay for inhibitors of Glutamate pyruvate transaminase 2 (GPT2); Alanine aminotransferase 2 (Homo sapiens), Q8TD30; hit rate 0.25% among 100,000; AID 1671188, 2021; Potency, µM (titrated, usually from 57.7 µM), without a hit: at the highest dose activity change, negative = inhibition, actives largely listed as inhibitors; Recombinant GPT2, coupled pyruvate oxidase/HRP Amplex Red fluorescence; note: potency is the fitted concentration of half-maximal effect; nearly all actives have a fitted effect of over 60% in size; many of its hits are not listed in these tables
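Fluorescence of coupled pyruvate oxidase/HRP/Amplex Red system (50uM Amplex, 30 min, dark) reports pyruvate formed by GPT2. Enzyme reaction: 10ng/uL GPT2, 2mM L-alanine, 250uM a-KG, 30 min room temperature, pH 7.5; 50uM AOA control.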
HEK293 viab: GF-AFC viability counterscreen for inhibitors of alpha-synuclein gene (SNCA) expression. HEK-293-SNCA-luc viability, GF-AFC fluorescence, 24 h. Potency, µM (doses to about 57.1 µM), for the others: at the highest dose activity change, negative = cytotoxicity, hits mostly cytotoxic. hit rate 0.12% among 150,000. AID 1671193, 2021;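 note: potency is the fitted concentration of half-maximal effect; 0% = DMSO-treated cells and -100% = medium-only wells without cells; nearly all actives have a fitted effect of over 30% in size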
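Cytotoxicity counterscreen: after 24 h compound treatment of genome-edited SNCA-luciferase HEK-293 cells, live-cell protease substrate GF-AFC read by fluorescence after 30 min; activity scaled between DMSO (0%) and medium-only (-100%), curves Hill-fitted.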
NIH3T3 tox: Cytotoxic Profiling in NIH 3T3 Cell Line of Diverse Libraries Using Quantitative High-Throughput Screening. NIH 3T3 viability, CellTiter-Glo ATP luminescence, 48-72 h. Potency, µM (top dose mostly 96.7 µM), for inactives: at the highest dose activity change, negative = cytotoxicity, most hits filed as inhibitors. hit rate 4.3% among 94,000. AID 1345082, 2018; note: potency is the fitted concentration of half-maximal effect; nearly all actives have a fitted effect of over 55% in size
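Luminescent ATP readout (CellTiter-Glo, 10 min RT) after 48 or 72 hr compound exposure of NIH 3T3 cells seeded at 400 cells/well in 1536-well format; quantitative HTS.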
IP6K1 inhibitor: Primary qHTS assay for small molecule inhibitors of Inositol hexaphosphate kinase 1 (IP6K1) | IP6K1 kinase, ADP-Glo luminescence, 2 h; stronger effect = lower value | activity change, % (series mostly up to about 58 µM) | hit rate 0.81% among 140,000; in the data active = activity change below about -25%
Target sequence (Q92551 whole entry, looked up): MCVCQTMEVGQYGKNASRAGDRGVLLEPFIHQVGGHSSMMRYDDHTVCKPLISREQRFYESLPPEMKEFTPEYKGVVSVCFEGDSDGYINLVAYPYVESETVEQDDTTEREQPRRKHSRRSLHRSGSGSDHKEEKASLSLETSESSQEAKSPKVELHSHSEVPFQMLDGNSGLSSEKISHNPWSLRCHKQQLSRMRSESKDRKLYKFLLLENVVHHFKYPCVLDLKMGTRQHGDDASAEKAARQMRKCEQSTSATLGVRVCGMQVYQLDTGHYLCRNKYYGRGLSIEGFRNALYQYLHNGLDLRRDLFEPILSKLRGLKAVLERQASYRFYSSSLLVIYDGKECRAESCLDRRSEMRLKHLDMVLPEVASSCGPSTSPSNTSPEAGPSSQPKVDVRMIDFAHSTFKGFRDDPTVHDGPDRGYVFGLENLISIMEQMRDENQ
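ADP-Glo luminescence measures ADP made by human IP6K1 during a 2 h RT reaction with ATP/IP6 (mix at 1.3 mM/130 uM); top library doses 57.5 and 19.1 uM final.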
SNCA expr inhib: Primary qHTS assay for inhibitors of alpha-synuclein gene (SNCA) expression; HEK-293 SNCA-luciferase knock-in, luminescence, 24 h; Potency, µM (top dose mostly 57.2 µM), inactives show top-dose activity change, negative = inhibition, usual class: inhibitors; hit rate 0.17% among 140,000; AID 1671194, 2021;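 note: potency is the fitted concentration of half-maximal effect; plate controls were DMSO cells for no effect and cell-free wells for full effect; nearly all actives have a fitted effect of over 45% in size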
* hit, by the source's call; i = inactive; ? = inconclusive; nt = no result given; [ ] = dose if it differs, or a comment. Unless noted, calls come from the whole dose curve; as a rule, active = well fitted curve in the direction sought with a large enough effect; inconclusive = small, poorly fitted or top-dose-only effect, or another doubt; inactive = no such curve, though single readings can be large; an effect the other way counts as inactive or inconclusive. Unless noted, % is set by controls: 0 for no effect and ±100 for the full control effect.

The line under a structure holds: Luciferase inh, HEK293 viab, HEK cytotox, GPT2 inhibitor, SNCA expr inhib, IP6K1 inhibitor, NIH3T3 tox
- C=C[C@H]1CN2CC[C@H]1C[C@@H]2CNC(=O)Nc1ccc(OC(F)(F)F)cc1
 : 4%[172 µM], 0%[87.6 µM], -12%[172 µM], -1%[88.5 µM], ?, 11, ?
- Cc1noc(C)c1CN1C[C@H]2CN(S(C)(=O)=O)C[C@@]2(C(=O)O)C1
 : -12%, -3%, i, -9%, 5%, -8, -6%
- CN1CCOC[C@H]2CCNC[C@H]21
 : 0%, -8%, -6%, i, 16%, -8, -19%
- CC(C)Oc1ccc(C(=O)N2CCC3(CC2)c2nccn2-c2ccccc2CN3C)cc1
 : 6%, -6%, ?, i, 2%, 0, -4%
- CCCc1nnc(N2C[C@H]3COc4ccccc4C[C@@]3(C(=O)O)C2)s1
 : -2%, 4%, -16%, ?, -7%, 9, ?
- COc1ccc(CC(=O)N2Cc3ccccc3CC3(CCCCN3C)C2)cc1 (stereo not drawn)
 : nt, -8%, -11%, ?, ?, -2, -2%
- C=C[C@H]1CN2CC[C@H]1C[C@@H]2CNCc1ccccc1
 : 4%[230 µM], 1%[87.6 µM], -20%[230 µM], 3%[88.5 µM], -4%[87.6 µM], -7, -5%[230 µM]
- O=C1NC2(CCCN(Cc3ccncc3)C2)COc2ccccc21 (stereo not drawn)
 : 6%[172 µM], -9%[87.6 µM], 71µM*, -11%[88.5 µM], -18%[87.6 µM], -5, 32µM*
- CCOCCOC(C)=O
 : nt, -11%, nt, ?, -3%, 12, nt
- CCN1CCN(C(=O)Cc2cccn2-c2ccc(F)cc2)CC1
 : 3%, -9%, ?, 0%, -5%, -6, 3%
- CC(=O)Nc1ccc(-c2ccc(=O)n3c2[C@@H]2C[C@@H](CN(S(=O)(=O)c4cccs4)C2)C3)cc1
 : 0%, 4%, -3%, 2%, 31%[activator], 15, -12%
- Cc1ccsc1C(=O)N1[C@H]2CC[C@@H]1c1cnc(-c3ccc(F)cc3)nc1C2
 : -2%, -20%, ?, i, -25%, 2, ?
- CCc1ccc(OCC(=O)N2CCN(CCc3ccncc3)CC2)cc1
 : nt, -5%, nt, nt, 69%[activator], 7, nt
- OC[C@@H]1[C@H]2CN(Cc3ccoc3)CCN2C[C@H]1c1ccccc1
 : nt, nt, ?, nt, nt, 3, -10%
- O=C(C[C@@H]1NCCC[C@H]1O)Cn1cnc2ccccc2c1=O
 : nt, ?, nt, i, nt, 0, nt
- O=C(NCc1ccco1)N1C[C@@H](c2ccc(F)cc2)[C@@H]2[C@H]1C1CCN2CC1
 : -2%, 2%, -14%, -24%, -9%, 1, -20%
- O=C(N[C@H]1CN2CCC1CC2)c1cc2cccc(Cl)c2s1
 : nt, 13%, nt, i, nt, -9, nt
- COc1cc2c(cc1OC1CCCC1)NC(=O)C21CCN(C(=O)c2ccccc2)CC1
 : -14%[172 µM], -6%[87.6 µM], ?, 0%[88.5 µM], 0%[87.6 µM], -14, ?
- CCOC(=O)[C@@H]1[C@H]2c3ccccc3N(CCOC)C(=O)[C@H]2N(C(C)=O)[C@@H]1c1ccccc1
 : nt, nt, -10%, nt, nt, -7, ?
- O=C1CC(c2ccc(F)cc2)c2c(c3ccccc3oc2=O)O1 (stereo not drawn)
 : nt, -3%, nt, nt, -8%, -3, nt
- CCC1(c2cccc(O)c2)CCCCN(C)C1 (stereo not drawn)
 : nt, 72%[23.9 µM], nt, i, -10%[25.6 µM], -2, nt
- Cc1ncc2c(n1)C[C@@H]1CC[C@H]2N1C(=O)Nc1ccc(C)c(F)c1
 : ?, -5%, -18%, i, 0%, -2, -25%
- O=C1NC[C@H]2CN(C3CCOCC3)CCN12
 : 10%[230 µM], 1%[87.6 µM], -18%[230 µM], -7%[88.5 µM], -12%[87.6 µM], 17, -1%[230 µM]
- O=C(Nc1ccc2n(c1=O)C[C@H]1C[C@@H]2CN(C2CCOCC2)C1)c1ccccc1
 : 11%[172 µM], -1%[87.6 µM], ?, -27%[88.5 µM], 38%[activator][87.6 µM], -1, -24%[138 µM]
- CC1CCN(C[C@H]2CN3CC[C@H]2C[C@@H]3CNC(=O)c2ccc(C(F)(F)F)cc2)CC1
 : 10%[172 µM], -3%[87.6 µM], ?, -8%[88.5 µM], 18%[87.6 µM], -5, ?
- NC(=O)CS(=O)C(c1ccccc1)c1ccccc1 (stereo not drawn)
 : nt, -14%[23.9 µM], nt, -7%, 22%[25.6 µM], 29, nt
- Cn1c(=O)n(C)c2cc(CNCCc3ccc(F)cc3)ccc21
 : nt, ?, nt, nt, -6%, 7, nt
- CN1CC2(CCN(c3nccc(N)n3)CC2)CC1C(=O)O (stereo not drawn)
 : -8%, 8%, 2%, i, 5%, 11, 2%
- CCCCCCCCCCCCCCCC[N+](C)(C)C
 : nt, -5%[23.9 µM], nt, ?, 20%[25.6 µM], 5, nt
- COCC(=O)N1CC[C@@H]2COCCN(Cc3cccnc3)[C@@H]2C1
 : nt, 7%, i, 3%, 42%[activator], 12, -1%

At a glance, part of the list above:
The line under a structure holds: Luciferase inh, HEK293 viab, HEK cytotox, GPT2 inhibitor, SNCA expr inhib, IP6K1 inhibitor, NIH3T3 tox
- C=C[C@H]1CN2CC[C@H]1C[C@@H]2CNC(=O)Nc1ccc(OC(F)(F)F)cc1
 : 4%[172 µM], 0%[87.6 µM], -12%[172 µM], -1%[88.5 µM], ?, 11, ?
- Cc1noc(C)c1CN1C[C@H]2CN(S(C)(=O)=O)C[C@@]2(C(=O)O)C1
 : -12%, -3%, i, -9%, 5%, -8, -6%
- CN1CCOC[C@H]2CCNC[C@H]21
 : 0%, -8%, -6%, i, 16%, -8, -19%

Next entries follow.
The line under a structure holds: Luciferase inh, HEK293 viab, HEK cytotox, GPT2 inhibitor, SNCA expr inhib, IP6K1 inhibitor, NIH3T3 tox
- C=C[C@H]1CN2CC[C@H]1C[C@@H]2CNCc1ccc(-c2ccccc2)cc1
 : 13%[172 µM], 4%[87.6 µM], ?, -8%[88.5 µM], 15%[87.6 µM], 12, ?
- COc1ccc(NC(=O)c2sc3nc4c(cc3c2N)N2CCC4CC2)cc1OC
 : nt, -1%, nt, nt, 88%[activator], 9, nt
- CC(=O)c1ccc(NC(=O)NC[C@H]2C[C@@H]3CCN2C[C@@H]3CN2CCC(Cc3ccccc3)CC2)cc1
 : 4%, -1%, ?, -1%, 30%[activator], 1, ?
- COc1ccc(OC)c(NC(=O)Cn2cc(C(=O)c3ccccc3F)c3ccccc32)c1
 : nt, -7%, nt, nt, 20%, 6, nt
- Nc1nc(N)nc(NC2CC2)n1
 : nt, 47%[23.9 µM], nt, i, -11%[25.6 µM], -12, nt
- CC1CCN(C[C@H]2CN3CC[C@H]2C[C@@H]3CNC(=O)Nc2ccccc2)CC1
 : ?, -20%[87.6 µM], ?, -3%[88.5 µM], 12%[87.6 µM], 2, ?
- CCOC(=O)[C@H]1CN(C(=O)c2ccno2)[C@]2(C)C(=O)N(CC3CC3)c3ccccc3[C@H]12
 : nt, ?, ?, ?, -30%[25.6 µM], 6, -31%[46.1 µM]
- CC1=CC2/C=C(\C)CCC(O)C(O)/C=C/C(=O)C23C(=O)NC(CC(C)C)C3C1C (stereo not drawn)
 : nt, ?, nt, 3%[27.3 µM], nt, -14, nt
- O=C(O)c1nn(Cc2ccc(Cl)cc2Cl)c2ccccc12
 : nt, 12%, nt, ?, -25%, 1, nt
- Cc1noc(C)c1S(=O)(=O)N1C[C@@H]2CCN(C)C[C@]2(C(=O)O)C1
 : -1%, -2%, i, i, -6%, 0, i
- Nc1ncccc1CN1C[C@H](c2ccc3c(c2)OCO3)[C@@H]2[C@H]1C1CCN2CC1
 : 6%, -11%, 0%, -1%, 4%, 5, -9%
- COCCC(=O)Nc1ccc2n(c1=O)C[C@H]1C[C@@H]2CN(CCCc2ccccc2)C1
 : -18%[172 µM], 2%[87.6 µM], ?, i, -19%[87.6 µM], -2, ?
- c1cncc(OC[C@@H]2CCN2)c1
 : nt, -18%, nt, ?, nt, 22, nt
- COc1ccc(OC)c(CCNCc2c(C(=O)O)c(C)n(Cc3ccc(F)cc3Cl)c2C)c1
 : nt, -20%, nt, nt, 18%, 13, nt
- CCNC(=O)C[C@@H]1N=C(c2ccc(Cl)cc2)c2cc(OC)ccc2-n2c(C)nnc21
 : nt, ?, nt, i, 15%, 6, nt
- CCOC(=O)[C@H]1CN(C(=O)COc2ccccc2)[C@]2(C)C(=O)N(CC3CC3)c3ccccc3[C@H]12
 : nt, -25%[23.9 µM], ?, 2%[27.3 µM], 5%[25.6 µM], -20, ?
- O=C(Nc1cc(C(F)(F)F)cc(C(F)(F)F)c1)c1cccn(Cc2ccccc2Cl)c1=O
 : nt, 23%, nt, nt, 7%, -11, nt
- CCOc1ccc(NC(=O)Cn2cc(C(=O)c3ccccc3)c3ccccc32)cc1
 : nt, -30%, nt, nt, -20%, -4, nt
- CN1CCC(c2c[nH]c3ccc(O)cc23)CC1
 : nt, 6%, nt, ?, 0%, nt, nt
- Cc1ccc(Cn2cccc(C(=O)Nc3cc(C)on3)c2=O)cc1
 : nt, 17%, nt, nt, ?, 14, nt
- O=[N+]([O-])c1ccc(N2CC3CCC(C2)N3CC(F)(F)F)nc1
 : nt, -9%, i, i, -14%, -6, i
- CN(C)CCN(C)CCc1ccc(Cl)c(Cl)c1
 : nt, 10%, nt, i, 15%, nt, nt
- O=C(c1ccsc1)N1[C@H]2CC[C@@H]1c1cnc(-c3ccc(F)cc3)nc1C2
 : 0%, -13%, 40µM*, i, -12%, 4, -37%
- CCC1(N2CCN(C(=O)Cc3ccc(Cl)cc3)CC2)CCN(S(C)(=O)=O)C1 (stereo not drawn)
 : -3%, 6%, -16%, i, -2%, -11, -4%
- Nc1ccnc(N2CC[C@H]3N(CC(=O)O)CCC[C@]3(C(=O)O)C2)n1
 : 7%, 3%, -22%, -13%, -12%, -3, -6%
- CN[C@@H]1C[C@@H](c2ccc(Cl)c(Cl)c2)c2ccccc21
 : nt, -12%, nt, -4%, -11%, nt, nt

From PubChem BioAssay

A portion of the library, so the mix of outcomes need not match the whole.
